EPAC2 antag – EPAC2 (human) antagonism; Q8WZA2; EPAC2 GEF exchange of Rap1B-BODIPY-GDP, fluorescence; Potency, µM (top dose mostly 114 µM), inactives show at the highest dose activity, negative = inhibition, usual class: inhibitors; hit rate 0.18% among 360,000; also: potency is read from the fitted curve at half-maximal effect; % is scaled to controls: 0 for no effect and ±100 for the full control effect; nearly all actives have a fitted effect of over 45% in size; many of its hits are not listed in these tables
Target sequence (Q8WZA2 whole entry, looked up): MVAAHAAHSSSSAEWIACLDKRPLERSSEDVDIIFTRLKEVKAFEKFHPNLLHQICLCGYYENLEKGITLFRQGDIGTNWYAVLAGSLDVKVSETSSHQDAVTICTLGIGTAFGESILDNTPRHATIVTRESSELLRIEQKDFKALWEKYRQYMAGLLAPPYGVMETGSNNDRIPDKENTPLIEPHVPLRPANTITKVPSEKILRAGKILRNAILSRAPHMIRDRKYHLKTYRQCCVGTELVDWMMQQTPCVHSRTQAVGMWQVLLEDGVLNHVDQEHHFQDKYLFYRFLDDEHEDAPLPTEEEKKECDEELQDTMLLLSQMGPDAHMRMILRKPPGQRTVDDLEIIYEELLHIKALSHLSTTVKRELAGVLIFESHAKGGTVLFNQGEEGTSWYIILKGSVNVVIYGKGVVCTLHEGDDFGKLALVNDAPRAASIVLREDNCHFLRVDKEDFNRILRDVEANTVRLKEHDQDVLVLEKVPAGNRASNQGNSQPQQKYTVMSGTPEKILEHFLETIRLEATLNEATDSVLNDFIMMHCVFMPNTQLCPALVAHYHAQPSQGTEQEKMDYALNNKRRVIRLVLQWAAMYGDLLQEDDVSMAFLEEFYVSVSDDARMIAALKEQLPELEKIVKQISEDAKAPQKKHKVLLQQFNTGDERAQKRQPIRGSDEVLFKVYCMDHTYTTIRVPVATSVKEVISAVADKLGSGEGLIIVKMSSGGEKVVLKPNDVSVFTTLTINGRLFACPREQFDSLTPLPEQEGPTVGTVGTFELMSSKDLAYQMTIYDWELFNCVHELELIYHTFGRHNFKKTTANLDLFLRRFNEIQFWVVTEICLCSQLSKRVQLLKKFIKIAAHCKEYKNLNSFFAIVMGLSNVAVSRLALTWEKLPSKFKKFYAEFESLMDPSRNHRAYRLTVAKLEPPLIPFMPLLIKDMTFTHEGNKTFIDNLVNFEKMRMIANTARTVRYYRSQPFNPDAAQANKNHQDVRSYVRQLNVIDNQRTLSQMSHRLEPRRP
CCT modulator – modulators of cytosolic chaperonin (CCT/TRiC) activity | purified chaperonin ATPase assay, HTRF ADP detection, 30 min | activity change, % (no concentration beside the values), hits read low | hit rate 0.3% among 360,000 | AID 651819; in the data active = activity change below about -30%; also: % is scaled to controls: 0 for no effect and ±100 for the full control effect
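First, chaperonin was dispensed at 40 nM or 20 nM final depending on batch activity. Next, compounds were pinned at 76 uM and ATP added at 10 uM. After 30 min at 37 °C, ADP detection reagents ran 30 min at ambient temperature.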
EPAC2 ag – activates human EPAC2 exchange factor; EPAC2 activation, biochemical qHTS; response scale: 100% = 6.5 mM cAMP response; hit rate 0.079% among 360,000; Q8WZA2; Potency, µM (highest dose often 154 µM), without a hit: at the highest dose activation, hits mostly activators; AID 720711; also: potency is read from the fitted curve at half-maximal effect; nearly all actives have a fitted effect of over 50% in size
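qHTS, titration series. 100 nM EPAC2 / 250 nM Rap1B-BODIPY-GDP / 50 uM GDP; RT; ex 480/em 540 nm, 5-min reads to 30 min. Norm. to 6.5 mM cAMP = activation.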
MmCpn inh – blocks the Methanococcus maripaludis chaperonin Mm-Cpn; hit rate 0.031% among 330,000; Potency, µM (top dose mostly 76.9 µM), without a hit: at the highest dose activity, negative = inhibition, usual class: inhibitors; purified Mm-Cpn ATPase, ADP Transcreener TR-FRET; AID 504842; also: potency is read from the fitted curve at half-maximal effect; % is scaled to controls: 0 for no effect and ±100 for the full control effect; nearly all actives have a fitted effect of over 80% in size
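ATP (10 uM final) was added to archaeal chaperonin (25 nM final) after 10 min exposure to test compound at 37°C; after 30 min further incubation, ADP was detected by competitive TR-FRET.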
Nrf2 activator – activators of Nrf2 (ARE) signaling. Potency, µM (series often up to 46.1 µM), for inactives: at the top dose activation, actives largely listed as activators. hit rate 0.31% among 410,000. AREc32 ARE-luciferase reporter (MCF7-derived line), luminescence, 24 h. AID 624171; also: potency is read from the fitted curve at half-maximal effect; % of control where 0% means no effect; nearly all actives have a fitted effect of over 65% in size
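Nrf2 activation is followed as ARE-luciferase induction in the AREc32 line after one day of compound treatment; luminescence is read with Steady-Glo.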
Nrf2 inh – inhibitors of Nrf2 signaling | hit rate 2.1% among 360,000 | Potency, µM (series often up to 46 µM), for inactives: at the top dose activity change, negative = inhibition, actives largely listed as inhibitors | A549 ARE-Fluc reporter, luciferase luminescence, 18-24 h; also: potency is read from the fitted curve at half-maximal effect; % is scaled to controls: 0 for no effect and ±100 for the full control effect; nearly all actives have a fitted effect of over 60% in size
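Cells were seeded and rested 2 h, then exposed to compounds for 18-24 h. CellTiter-Fluor was read first as a viability measure. BugLite was added 15 min before the final luminescent read of ARE-luciferase activity in A549 cells.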
TGFb SMAD3 inh – blocks TGF-b signaling. HepG2 CAGA-GFP TGF-b/SMAD3 reporter, GFP fluorescence, 18 h; TGF-beta stimulated, 500 pg/mL final. Potency, µM (highest dose often 46.1 µM), for inactives: top-dose activity, negative = inhibition, usual class: inhibitors. hit rate 1.2% among 410,000. AID 588855; also: potency is read from the fitted curve at half-maximal effect; % is scaled to controls: 0 for no effect and ±100 for the full control effect; nearly all actives have a fitted effect of over 65% in size
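Cell-based qHTS in HEPG2 carrying a CAGA-GFP Smad reporter; compounds added before 500 pg/mL final TGF-beta, 18 h incubation at 37 degrees C, GFP fluorescence quantified per cell by imaging cytometry.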
A549 viability – kills or reduces viability of A549 cells in Nrf2 counter-screen; hit rate 0.16% among 390,000; Potency, µM (highest dose often 46 µM), for inactives: at the highest dose activity change, negative = cytotoxicity, most hits filed as inhibitors; A549 ARE-Fluc cells, CellTiter-Fluor viability, 18-24 h; also: potency is read from the fitted curve at half-maximal effect; % is scaled to controls: 0 for no effect and ±100 for the full control effect
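A549 ARE_Fluc cells in 5% FBS OPTI-MEM were exposed to compounds in concentration-response for 18-24 h at 37 deg C. Viability was read by CellTiter-Fluor fluorescence (Ex 405/Em 525) after 30 min, before the luciferase read.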
Akt phos inh – inhibitors of Akt phosphorylation; Neuro2A IGF-stimulated pAkt S473 HTRF, 20 min; active compounds read low; activity change, % for hits at 50 µM; hit rate 0.32% among 360,000; AID 651550; in the data active = activity change below about -80%; inconclusive = mostly about -51% to -80%; also: % is scaled to controls: 0 for no effect and ±100 for the full control effect
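Neuro2A cells (4,500/well, DMEM with 0.5% FBS) were treated with compound at a single 50 µM final concentration, stimulated with 6 nM IGF for 20 min at 37 °C, and lysed. Phospho-Akt Ser473 was read by HTRF as 665/615 ratio ×10^4.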
Numbers without * were called inactive; i = inactive; ? = inconclusive; nt = no result given; [ ] = another dose, or the depositor's remark. Unless noted, calls follow the shape of the dose curve; as a rule, active = well fitted curve in the direction sought with a large enough effect; inconclusive = small, poorly fitted or top-dose-only effect, or another doubt; inactive = no such curve, though single readings can be large; an effect the other way counts as inactive or inconclusive.

Values run as follows: EPAC2 antag, CCT modulator, EPAC2 ag, MmCpn inh, Nrf2 activator, Nrf2 inh, TGFb SMAD3 inh, A549 viability, Akt phos inh
> O=C(Nc1ccc(Br)cc1)C1CCCN1S(=O)(=O)c1cccs1 (stereo not given)
  -1%, -1.3, 7%, 1%, 3.4%, nt, 0%, -17%, i
> COC(=O)c1ccccc1N(C)S(=O)(=O)c1cc2c3c(c1)CCC(=O)N3CCC2
  1%, -0.4, 1%, 0%, 2.4%, ?, -1%, -4%, i
> N#C/C(=C/c1ccc(Cl)cc1)NC(=O)c1ccccc1
  2%, -0.9, 8%, 3%, 1.2%, nt, 3%, 7%, i
> CCCn1nnnc1NCc1cc(Br)ccc1OC
  2%, -3.2, 0%, -1%, 0.3%, 3%, -14%, -1%, i
> C[C@H](NC(=O)[C@@H]1CSC2c3ccccc3C(=O)N21)C(=O)NC1CCCCC1 (stereo not given in full)
  1%, -0.3, 10%, 0%, 0.0%, ?, 2%, -1%, i
> COc1ccc(-c2cc(-c3ccc(C)cc3)nc(SCc3nnc(-c4ccccc4)o3)c2C#N)cc1OC
  -6%, -0.5, -1%, -1%, -0.3%, 2%, -6%, 6%, i
> O=C(NN1C(=O)C2C3C=CC(C3)C2C1=O)c1ccncc1 (stereo not given)
  8%, 0.3, -1%, 1%, 0.3%, 0%, -3%, -1%, i
> Cc1c(C(=O)NCc2ccco2)sc(=O)n1Cc1ccc(S(C)(=O)=O)cc1
  13%, -1.2, -3%, nt, 7.3%, nt, 46%[activator], nt, i
> COC(=O)c1ccc(/C=N/N2CCN(Cc3ccccc3Cl)CC2)cc1
  6%, -0.7, 13%, -2%, -0.3%, -27%, 10%, -6%, i
> CC1(C)C=Cc2c(ccc3c2OC[C@H](c2ccc(O)cc2O)C3)O1
  -14%, -3.8, 14%, 0%, 0.0%, 26%, ?, 0%, i
> CCOC(=O)Cn1c(=O)oc2cc(S(=O)(=O)Nc3ccc(N(CC)CC)cc3C)ccc21
  -12%, -0.7, 10%, 3%, 0.3%, 11%, -12%, 8%, i
> C=CCN1C(=O)/C(=C/c2ccc(O)cc2)S/C1=N/c1nccs1
  -7%, -0.4, -17%, 0%, 4.0%, ?, 55%[activator], ?, i
> CCOC(=O)C(=O)/C(C#N)=C/Nc1ccccc1
  10%, -1.8, 11%, 2%, -0.2%, 6%, -6%, 1%, i
> O=C(NCc1cccnc1)c1ccc(Cl)c(Cl)c1
  1%, 1.7, 6%, 0%, 0.8%, nt, 0%, 0%, i
> Cc1cc(Cl)c(S(=O)(=O)N/N=C/c2ccc3c(c2)OCO3)c(Cl)c1
  -2%, -1.2, 26%, 0%, 4.7%, 8%, -12%, 2%, i
> CSc1ccccc1OCc1cc(C(=O)N(C)Cc2cc(C)[nH]n2)no1
  0%, -1.1, 2%, 0%, 1.8%, -2%, -13%, 0%, i
> CSc1ccc(Cl)c(C(=O)OCC(=O)Nc2ccccc2OC(F)F)c1
  -6%, 0.9, 14%, -3%, 2.3%, 5%, ?, -1%, i
> O=C(Nc1ccc(NC(=O)c2ccco2)cc1)c1ccco1
  1%, -0.2, 6%, 0%, 1.5%, 9%, 0%, -5%, i
> CCN1CCN(CCNC(=O)c2ccc(/C=C3\Sc4ccccc4N(Cc4ccccc4F)C3=O)cc2)CC1
  ?, 0.5, 9%, 0%, 7.4%, 3%, ?, -11%, i
> O=C1NN(c2ccccc2)C(=O)C2C3C=CC(C4CC34)C12 (stereo not given)
  22%, 2.7, 5%, 2%, -0.1%, -1%, 16%, -10%, nt
> COc1ccc(NC(=O)CC2C(=O)N(c3cccc(OC)c3)C(=O)N2C(C)C)cc1 (stereo not given)
  -6%, 1.0, 3%, -4%, 0.3%, -16%, 15%, -9%, i
> O=S(=O)(/N=C(/NC(=S)Nc1ccccc1)c1ccccc1)c1ccc(Cl)cc1
  -7%, -2.4, 13%, ?, 3.5%, ?, -8%, 0%, i
> O=C(CCn1nc(-c2ccc(Cl)cc2)ccc1=O)N1CCN(c2ccccc2)CC1
  1%, -2.0, 1%, 0%, -0.2%, 11%, ?, -1%, i
> Cc1ccc(Cl)cc1NC(=O)Nc1nnc(N2CCCC(C)C2)s1 (stereo not given)
  nt, nt, nt, nt, 0.8%, 1%, -7%, 7%, nt
> Cc1ccc(Nc2nnc(SC(C)C(=O)NC3CC3)s2)cc1 (stereo not given)
  -1%, -1.9, 1%, 3%, 0.6%, 8%, 2%, 2%, i
> C/C=C/c1ccc(O)c(OC)c1
  2%, -5.6, 6%, -8%, -0.6%, -7%, -2%, 2%, i
> O=C(CSc1nnnn1-c1cccc2ccccc12)NC(C(=O)O)(c1ccccc1)c1ccccc1
  -26%, -0.6, 4%, 1%, 1.5%, -27%, -3%, -5%, i
> COc1ccccc1CNS(=O)(=O)c1ccc2c(c1)CCCN2C(C)=O
  -13%, 0.8, -1%, 0%, 0.0%, -13%, 2%, -4%, i
> COc1cccc(N(CC(=O)N2CCCC2)S(C)(=O)=O)c1
  2%, -1.3, 4%, -1%, -0.4%, -24%, 2%, 0%, i
> CCN(CC)c1ccc(C2N(C(=O)N3CCOCC3)CCN2S(=O)(=O)c2ccc(C)cc2)cc1 (stereo not given)
  -8%, -1.3, 18%, 0%, 0.6%, ?, -4%, 0%, i

Next part
Values run as follows: EPAC2 antag, CCT modulator, EPAC2 ag, MmCpn inh, Nrf2 activator, Nrf2 inh, TGFb SMAD3 inh, A549 viability, Akt phos inh
> CC(C)Oc1ccc(C2c3c(oc4ccccc4c3=O)C(=O)N2CCCN2CCOCC2)cc1 (stereo not given)
  -3%, 1.7, 1%, -1%, 2.5%, 8%, -3%, -29%[1.84 µM], i
> COc1ccccc1C(=O)CSc1n[nH]c(N)n1
  5%, -0.4, 0%, -1%, -0.1%, 0%, -7%, -3%, i
> CCCOc1ccccc1OCC(=O)Nc1cccc(S(=O)(=O)NC2=NCCC2)c1
  -7%, -2.5, -4%, -1%, 0.0%, ?, 19%, -1%, i
> CCOc1ccc(C2CC(c3cccc(Cl)c3)n3nc(N)nc3N2)cc1 (stereo not given)
  3%, 1.2, -5%, 1%, -1.7%, ?, 8%, -1%, i
> O=C(O)/C(=C\c1cccc(C(F)(F)F)c1)c1ccc(S(=O)(=O)N2CCCC2)s1
  15%, -0.9, 3%, 0%, -0.3%, 13%, 2%, -3%, i
> Cc1ccc(-c2nc3ncccc3o2)cc1NC(=O)C(C)C
  -3%, -0.5, 4%, -1%, -0.5%[9.22 µM], 6%, -2%, -1%, i
> Cc1ccc(N(CC(=O)Nc2cccc(Cl)c2)S(=O)(=O)c2cccs2)cc1
  nt, nt, nt, nt, 4.8%, -16%, -20%, 7%, nt
> CCOC(=O)C1=C(CSc2nnnn2C)N(C)C(=O)NC1c1ccccc1 (stereo not given)
  7%, -2.2, -1%, 0%, 0.2%, nt, -26%, 4%, i
> CN(C)C(CNC(=O)c1cc2ccccc2oc1=O)c1ccccc1 (stereo not given)
  9%, -1.7, 7%, -5%, 10%, 4%, -2%, 6%, i
> C=CCSc1nnc(NC(=O)CSc2nnc(C)s2)s1
  0%, -1.8, -5%, 0%, 2.9%, nt, ?, -2%, i
> COc1cc(/C=C2/CCCC(C(=O)C(F)(F)F)=C2O)ccc1O
  -7%, 0.6, 2%, 4%, 28%, 0%, 9%, 0%, i
> COc1ccc(CN(C(=O)CO/N=C/c2ccccc2)c2ccccc2C(=O)O)cc1
  4%, -4.0, -2%, -4%, -0.2%, 13%, 0%, -4%, i
> O=C(NCC1CC1)C1CCCN(S(=O)(=O)c2ccc(-n3cnnn3)cc2)C1 (stereo not given)
  -8%, 1.4, 5%, -1%, -0.4%, -4%, -4%, 26%, i
> Fc1cccc(Cl)c1-c1nnc2ccc(N3CCOCC3)nn12
  3%, 0.2, 4%, 3%, -0.3%, 5%, -3%, -7%, nt
> CCS(=O)(=O)c1ccc2oc(Nc3cccc(OC)c3)nc2c1
  3%, 0.3, -7%, 1%, 4.9%, -4%, -1%, 1%, i
> COc1ccc(S(=O)(=O)Nc2ccc(Oc3ccsc3C(=O)O)cc2)cc1
  -5%, -10, 2%, 2%, -0.2%, 3%, 1%, -1%, i
> CCSc1nnc([C@@H]2CCCN2C(=O)OC(C)(C)C)o1
  5%, -1.1, -6%, -6%, 0.2%, nt, 5%, 4%, i
> COc1ccccc1C(=O)Nc1ccnn1C1CCN(Cc2cnc(N(C)C)s2)CC1
  -12%, -1.2, 1%, -2%, -0.7%, -8%, ?, -8%, i
> CC(=O)NC12CC3CC(C1)CC(C(=O)N1CCN(S(=O)(=O)c4ccc([N+](=O)[O-])cc4)CC1)(C3)C2
  4%, -1.2, 10%, nt, -0.7%, -2%, 0%, 3%, i
> CC(=O)Nc1ccc(O)c(-c2nc3ccccc3s2)c1
  9%, -3.0, 5%, -19%, ?, 8%, -2%, 12%, i
> Cc1cccc(N(CC(=O)N2CCOCC2)S(C)(=O)=O)c1
  10%, 0.8, 8%, 0%, -1.6%, 5%, -1%, -12%, nt
> COC(=O)c1c(O)c2c([nH]c1=O)CCCC2
  -1%, -3.2, 14%, -1%, -0.5%, -14%, 9%, 0%, i
> CC(C)CCOC(=O)/C(=C/c1ccco1)NC(=O)/C=C/c1ccccc1
  10%, 1.8, -1%, 3%, -0.3%, 4%, 20%, -8%, nt
> CCOC(=O)CSc1nc2sc3c(c2c(=O)n1-c1ccccc1)CCC(C(C)(C)C)C3 (stereo not given)
  nt, nt, nt, nt, -0.6%, 15%, 2%, 2%, nt
> Cc1ccc(-n2ncc(C(=O)N3CCN(c4cccc(C)c4C)CC3)c2C2CCNCC2)c(C)c1
  nt, nt, nt, nt, 4.3%, 9%, ?, -20%, nt
> COc1ccc(C(=O)OC(C)C(=O)Nc2cc(C(F)(F)F)ccc2Cl)c(OC)c1OC (stereo not given)
  -17%, -0.8, 3%, -3%, 2.1%, ?, ?, 6%, i

High-throughput results as filed in PubChem.

Not all compounds are listed, so the mix of outcomes need not match the whole.
